# Assay outcomes: PubChem, several laboratories
# SR-BI DiI inh = blocks mouse SR-BI lipid uptake from DiI-HDL | ldlA[mSR-BI] CHO cells, DiI-HDL uptake fluorescence, 3 h | Q61009 | 0.96% of 320,000 active | inhibition, % at 12.5 µM;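 active = mean replicate inhibition of at least 70% and a set share of replicates each scoring 70 or more; inconclusive = meets just one of the two criteria; inactive = fails both criteria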;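 note: 0% = median of neutral control wells and 100% = median of positive control wells; values of inactives mirror those of a sister screen read the other way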
# Target sequence (Q61009 whole entry, looked up): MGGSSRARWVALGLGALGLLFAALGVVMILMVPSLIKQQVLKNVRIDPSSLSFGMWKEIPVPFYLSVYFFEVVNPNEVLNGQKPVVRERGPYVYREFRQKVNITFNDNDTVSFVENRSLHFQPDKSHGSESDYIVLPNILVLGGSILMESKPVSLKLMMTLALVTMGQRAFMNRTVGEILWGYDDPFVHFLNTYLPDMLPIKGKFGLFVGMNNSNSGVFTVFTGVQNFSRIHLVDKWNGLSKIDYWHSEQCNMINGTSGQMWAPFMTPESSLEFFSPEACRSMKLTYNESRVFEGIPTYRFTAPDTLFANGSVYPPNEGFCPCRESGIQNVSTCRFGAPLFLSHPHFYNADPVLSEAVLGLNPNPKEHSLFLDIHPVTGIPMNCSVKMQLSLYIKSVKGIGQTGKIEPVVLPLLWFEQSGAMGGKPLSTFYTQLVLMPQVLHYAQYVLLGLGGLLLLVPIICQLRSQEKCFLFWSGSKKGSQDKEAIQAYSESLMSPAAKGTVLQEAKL
# DAGLB inh = diacylglycerol lipase beta (human) inhibition. HEK293T DAGLB membrane lysate, EnzChek fluorogenic substrate. 0.059% of 340,000 active. inhibition, % at 5.17 µM; in the data active = inhibition above about 34%;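 note: 0% = enzyme with vehicle and 100% = wells lacking enzyme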
# SR-BI uptake up = enhances SR-BI lipid uptake from DiI-HDL; CHO ldlA[mSR-BI] cells, DiI-HDL uptake fluorescence, 3 h; 100 = double the neutral-control signal; activation, % at 12.5 µM; 0.096% of 320,000 active; AID 504775;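 active = mean replicate activation of at least 60% and every replicate at or above 60%; inconclusive = mean or all-replicate condition met, but not both; inactive = mean below 60% and not all replicates reaching 60%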;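 note: 0% = median plate neutral-control signal and 100% = twice that signal; values of inactives mirror those of a sister screen read the other way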
#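 Material: SR-BI-overexpressing, LDLR-lacking CHO cells; schedule: compound exposure 3 h, 37 °C; reagent: DiI-labelled HDL at 10 µg/mL final; technique: bottom-read fluorescence, 550/595 nm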
# Arr AP2 block = inhibitors of human beta-arrestin and AP2 interaction; FITC-arrestin peptide / GST-AP2 beads, flow cytometry; AP2 beta2 appendage carries R879A mutation; inhibition, % at 10 µM; 0.31% of 340,000 active; AID 504490;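 active = inhibition above a set limit, near 3 SD of compounds lacking own fluorescence, cut at about 54% in these data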;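 note: plate controls were DMSO wells for no effect and 5 µM unlabelled arrestin peptide for full effect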
#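 System: GST-AP2 R879A glutathione beads. Medium: PBS with 0.05% Tween 20 and 0.1% BSA. Also added: FITC-arrestin peptide, 50 nM. Incubation: 12 min plus 1 h, RT. Measured by: high-throughput flow cytometry of beads, ex 488, em 535 nm. Evaluation: percent drop in bead-associated FITC signal.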
# NSD2 HMT inh = blocks human histone methyltransferase NSD2; O96028; NSD2 peptide methylation, AlphaScreen, 120 min; inhibition, % at 12.5 µM; 0.54% of 310,000 active; AID 743445; in the data active = inhibition above about 50%
# PvdQ acylase = blocks Pseudomonas aeruginosa PvdQ acylase activity. purified PvdQ acylase, fluorescence plate reader. inhibition, % at 10 µM. 0.063% of 340,000 active. AID 488965; in the data active = inhibition above about 30%, passing the limit was not always enough; inconclusive = no clear call, values can overlap the other calls;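 note: 0% = vehicle neutral wells and 100% = reference inhibitor wells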
# Cardiac RTF inh = cardiac RTF calcium desensitization. 0.12% of 340,000 active. IANBD-labeled cardiac RTF, Ca2+ fluorescence. inhibition, % at 7.15 µM. AID 493244;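 active = inhibition above the mean inhibition of all tested compounds plus 3 SD, cut at about 17% in these data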;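 note: assay run at fixed EC70 calcium of 1.6 mM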
# PKA-R2B act = activates the human PKA-R2B holoenzyme complex; PKA-R2B holoenzyme dissociation, Cy5-IP20 fluorescence polarization; R2B truncated from residue 108, S112A mutant; 0% DMSO only, 100% 113 µM cGMP; activation, % at 11.4 µM; 0.079% of 340,000 active; AID 504700;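 active = activation above a cutoff set at the mean over all compounds plus 3 SD, cut at about 18% in these data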;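 note: higher means more holoenzyme dissociation and a rise in polarization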
# Target sequence (P31323 whole entry, looked up, other chains not shown, the tested form may be a part): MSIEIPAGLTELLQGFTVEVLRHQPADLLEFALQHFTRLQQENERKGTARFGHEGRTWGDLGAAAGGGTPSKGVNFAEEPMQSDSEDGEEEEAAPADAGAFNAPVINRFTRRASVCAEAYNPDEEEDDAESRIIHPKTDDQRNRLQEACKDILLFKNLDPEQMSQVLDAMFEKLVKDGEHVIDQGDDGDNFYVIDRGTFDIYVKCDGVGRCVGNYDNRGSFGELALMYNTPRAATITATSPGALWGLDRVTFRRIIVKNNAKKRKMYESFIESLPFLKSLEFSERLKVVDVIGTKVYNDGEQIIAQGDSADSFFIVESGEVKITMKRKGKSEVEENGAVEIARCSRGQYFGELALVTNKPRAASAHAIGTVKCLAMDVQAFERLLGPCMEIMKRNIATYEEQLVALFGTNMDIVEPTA
# Keap1-Nrf2 PPI = Keap1-Nrf2 (human) interaction inhibition; Q14145; Keap1 Kelch-Nrf2 peptide fluorescence polarization, 1536-well; 0.15% of 340,000 active; inhibition, % at 9.4 µM; in the data active = inhibition above about 12%; inconclusive = no clear call, values can overlap the other calls; inactive = below about 7.3%;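 note: human Keap1 Kelch domain with fluorescein labeled Nrf2 9mer peptide probe; 0% = neutral control wells and 100% = peptide positive control; higher means more block of Keap1 binding to Nrf2 peptide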
# C-LANA FP = blocks KSHV LANA C-terminal domain binding to DNA. 0.078% of 340,000 active. MBP-C-LANA/FAM-LBS DNA binding, fluorescence polarization. inhibition, % at 9 µM. AID 504423;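 active = highest replicate inhibition at or above 60% at 9 µM, even if other replicates fall short; inactive = all replicates below 60% inhibition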;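 note: 0% = neutral control wells and 100% = 4 µM acridine orange control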
# The depositor's hits bear a star; ? = inconclusive; nt = no result given.
SMILES,SR-BI DiI inh,DAGLB inh,SR-BI uptake up,Arr AP2 block,NSD2 HMT inh,PvdQ acylase,Cardiac RTF inh,PKA-R2B act,Keap1-Nrf2 PPI,C-LANA FP
CC(NC(=O)COC(=O)CNC(=O)c1ccc(-c2ccccc2)cc1)c1ccccc1 (configuration not stated),-2,0,2,9,-5,4,-2,-9,-4,0.0
C=CCN(C(=O)c1csnn1)C(C(=O)NCc1ccc(F)cc1)c1cccs1 (configuration not stated),nt,1,nt,2,nt,-4,4,-13,-7,-0.9
COc1ccc(-c2ccc(Nc3ccc(S(=O)(=O)N4CCCC4)cc3)nn2)cc1OC,47,-1,-47,-1,0,-3,-10,-14,-5,2.0
COc1cccc(/C=C2\CC(C)Cc3c2nc2ccccc2c3C(=O)O)c1OC (configuration not stated),nt,4,nt,20,-4,-4,-20,-1,2,0.5
Cc1ccccc1OCc1nc(-c2ccc(NC(=O)c3ccco3)cc2)no1,61,-4,-61,16,3,6,-2,-4,0,-1.1
CCN(CC)S(=O)(=O)c1ccc(S(=O)(=O)N(CC(=O)Nc2ccccc2)CC2CCCO2)cc1 (configuration not stated),9,-5,-9,9,1,13,2,-12,-5,-0.2
COc1ccc(NC(=O)CN2C(=O)COc3ccccc32)cc1OC,-4,3,4,26,-1,-10,-8,-6,-3,-0.8
COc1cc(OC)c(OC)cc1CN1CCN(S(=O)(=O)c2ccc(NC(C)=O)cc2)CC1,1,0,-1,-9,2,-7,-14,-4,-2,-0.3
CN(Cc1ccon1)C(=O)CC1C(=O)NCCN1Cc1ccccc1C(F)(F)F (configuration not stated),-8,-2,8,-2,-1,-9,-4,4,3,2.1
Cc1ccc(C(=O)Nc2nc(-c3ccccn3)cs2)s1,12,-1,-12,26,2,-2,-5,-6,3,1.9
CNc1ncc(C(=O)c2ccc(Br)cc2)s1,4,-4,-4,-4,5,-5,3,2,-6,0.3
CCOC(=O)C1CCCN(C2=C(NS(=O)(=O)c3ccc(Br)cc3)C(=O)c3ccccc3C2=O)C1 (configuration not stated),25,23,-25,2,46,-14,-12,0,0,0.5
C=C(C)C1CC=C(C)/C(=N\NC(=O)CCC(=O)Nc2ccc(C)c(C)c2)C1 (configuration not stated),20,-2,-20,0,1,-8,3,1,1,-0.9
O=C(N/N=C\c1ccc(COc2ccc([N+](=O)[O-])cc2)o1)c1cccc(Cl)c1,36,1,-36,-1,0,-8,0,-15,4,-0.1
CN1CCN(c2ccccc2NC(=S)NC(=O)c2cc3ccccc3o2)CC1,-20,-2,20,-17,4,-18,-6,-5,-1,0.8
CCn1c2ccccc2c2nn(C)c(=N)nc21,-2,0,2,17,0,-2,-12,-5,-2,-2.1
COc1ccccc1NC(=O)/C=C\c1ccco1,5,1,-5,15,0,-18,-5,0,-8,0.1
Cc1ccc(/C=C(\C#N)c2nc3ccccc3[nH]2)s1,27,-1,-27,25,1,-1,-1,4,-1,1.9
CCCCNC(=O)COC(=O)c1ccc(N(C)C)cc1,2,2,-2,-3,-1,-2,-17,-1,-3,-1.1
CC(=O)Nc1ccc(N/C(N)=N/c2nc(C)cc(C)n2)cc1,4,-1,-4,36,-3,-3,-3,-2,2,-1.0
O=C(Cc1cccc2ccccc12)Nc1ccccc1C(=O)O,5,3,-5,28,0,9,6,3,1,-1.3
COc1cc(CCC(=O)Nc2ccc(C)c(S(=O)(=O)N3CCCCCC3)c2)cc(OC)c1OC,?,-1,-71,19,-1,-8,-5,-3,-1,-1.8
COc1ccc(S(=O)(=O)O/N=C2\CCCc3ccccc32)cc1,-354,-1,?,7,-2,-14,-9,-11,-2,-0.1
Cc1oc(-c2ccccc2F)nc1CS(=O)CC(=O)NC1CC1 (configuration not stated),-5,0,5,-15,0,-3,2,-1,0,2.7
O=C(NNC(=O)c1ccc([N+](=O)[O-])cc1)c1ccc(NS(=O)(=O)c2cccs2)cc1,19,-5,-19,4,21,-18,-6,-9,-2,1.8
Cc1cc(-c2ccco2)n(CC(=O)NCCCc2ccccc2)n1,-17,-5,16,3,nt,-19,-10,-10,2,-1.0
Cc1ccc(NNS(=O)(=O)c2ccc(C)cc2)cc1,6,1,-6,6,-8,15,4,-8,-4,0.5
O=C(NCCO)c1nc2ccccc2s1,nt,1,nt,26,1,1,-2,-3,1,-0.6
Cc1ccc(C)c(S(=O)(=O)N2CCCC2CNC(=O)C(=O)NCC2CCCO2)c1 (configuration not stated),13,2,-13,-4,-2,-9,-19,-5,0,0.5
CC(=O)Nc1ccc(C(=O)OCc2ccc(Br)cc2)cc1,33,1,-33,10,-1,10,6,2,-5,0.1

# Exported with tabs: 2 of the compounds above
SMILES	SR-BI DiI inh	DAGLB inh	SR-BI uptake up	Arr AP2 block	NSD2 HMT inh	PvdQ acylase	Cardiac RTF inh	PKA-R2B act	Keap1-Nrf2 PPI	C-LANA FP
O=C(Cc1cccc2ccccc12)Nc1ccccc1C(=O)O	5	3	-5	28	0	9	6	3	1	-1.3
COc1cc(CCC(=O)Nc2ccc(C)c(S(=O)(=O)N3CCCCCC3)c2)cc(OC)c1OC	?	-1	-71	19	-1	-8	-5	-3	-1	-1.8

# Additional entries:
SMILES,SR-BI DiI inh,DAGLB inh,SR-BI uptake up,Arr AP2 block,NSD2 HMT inh,PvdQ acylase,Cardiac RTF inh,PKA-R2B act,Keap1-Nrf2 PPI,C-LANA FP
COc1ccc(OC(C)C(=O)N(C)Cc2nc(-c3ccc(OC)cc3)no2)cc1 (configuration not stated),6,-1,-6,-17,0,-15,-9,-4,-4,0.3
COc1ccc(NC(=O)CN(C)C(=O)Cn2c(=O)oc3ccccc32)cc1,-14,0,14,-5,-2,2,-13,-1,-1,0.5
CCOC(=O)C1CCN(c2cc(C)nc3ccc(OC)cc23)CC1,-16,-3,16,12,-1,14,3,-7,-2,-2.5
Cc1ccc(C2=NNC(=Nc3ccc(F)cc3)SC2)cc1,18,-6,-18,17,-1,-7,-27,4,-3,-0.9
Cc1cccc(OCCNC(=O)c2ccc(Oc3ccc(C(F)(F)F)cc3[N+](=O)[O-])cc2)c1,16,-6,-16,24,-2,-5,-6,-5,-6,-1.9
Cc1c(NC(=O)C(C)OC(=O)c2ccc([N+](=O)[O-])s2)c(=O)n(-c2ccccc2)n1C (configuration not stated),14,2,-14,-2,115*,3,-4,-9,2,-1.1
CSc1cccc(NC(=O)CCNC(=O)c2ccco2)c1,1,-3,-1,-12,-22,-8,-12,2,1,0.3
O=C(Nc1ccc2oc(-c3ccncc3)nc2c1)c1ccc2c(c1)OCO2,31,-1,-31,2,1,-14,-9,-10,2,3.4
N#CC1(NC(=O)COC(=O)C2CCN(S(=O)(=O)c3ccc4c(c3)OCCO4)CC2)CCCCC1,-13,-1,13,0,0,8,4,-10,1,-1.1
COc1ccc(CNC(=O)COC(=O)[C@H](Cc2ccccc2)NC(=O)c2cccs2)cc1,3,1,-3,1,0,-8,-5,5,2,0.9
CC[C@@]1(C(=O)OC)N[C@H](CN(C)S(=O)(=O)c2ccccc2)[C@@H]2C(=O)N(Cc3ccccc3)C(=O)[C@@H]21,-4,-1,4,11,nt,3,-2,1,-2,1.9
COc1cccc(N2CCN(CC(=O)C34CC5CC(CC(C5)C3)C4)CC2)c1,-7,-1,7,-13,1,-14,7,8,2,0.3
C=CCC1c2cccc(C(=O)O)c2C(=O)N1c1cccc(C)c1 (configuration not stated),3,-2,-3,-6,-1,-14,-2,1,1,-0.5
COc1ccc(CNC[C@H]2O[C@@H](n3cnc4c(N)ncnc43)[C@H](O)[C@@H]2O)cc1OC,-7,0,7,11,nt,-8,-6,1,-5,-2.8
CCN(CC)CC#CCC(O)(c1ccccc1)c1ccccc1,-12,0,12,10,3,-10,-5,-6,-8,-0.1
CCCNC(=O)CCn1nc(-c2ccc(Cl)cc2)c2ccccc2c1=O,-1,0,1,-7,0,-4,6,-5,-6,-1.6
CCOC(=O)C(=O)Nc1nnc(COc2ccccc2)s1,-18,0,18,12,-1,-6,-8,8,1,1.4
CCOC(=O)CNC(=O)C1(NC(=O)CNC(=O)OCc2ccccc2)CCCC1,nt,-2,nt,12,-2,-6,-2,-1,-1,-2.7
COC(=O)c1cc(NC(=O)C2COc3ccccc3O2)ccc1Cl (configuration not stated),-17,-3,17,-6,-3,-11,-5,2,-4,0.6
O=C(NCc1cccnc1)C(=O)Nc1nc(C23CC4CC(CC(C4)C2)C3)cs1,-8,-7,8,0,2,3,-5,2,6,0.3
O=S(=O)(Cc1ccc(Cl)cc1)c1ccccc1-c1nnc(-c2ccccc2)o1,-12,-2,12,-3,0,-16,-14,2,-3,-1.0
COc1ccc(OC)c(N=c2oc3c(OC)cccc3cc2C(=O)NCc2ccco2)c1,-3,0,3,13,1,11,-8,-8,-5,1.2
Cc1cc(C(=O)N2CCOCC2)ccc1[N+](=O)[O-],-22,-2,22,33,0,-1,-5,-6,-3,3.3
O=c1[nH]n2c(=O)c3c([nH]c2c1N=Nc1cccc(Cl)c1)CCC3,-18,15,18,10,10,16,3,-5,-5,1.6
COc1ccc(O)c(-c2cc(-c3cccc(Br)c3)n[nH]2)c1,68,0,-68,7,1,-6,4,-14,-1,-0.4
CC1CCc2c(sc3nc(CSc4ncn[nH]4)[nH]c(=O)c23)C1 (configuration not stated),-3,0,3,2,0,-41,5,-7,-6,-0.1
NNC(=O)c1nc(-c2ccccc2)n2c1CCCCC2,-5,-5,5,12,30,-13,-15,0,-2,-2.8
CN1CCN(/C=N/c2c(C#N)cnn2Cc2ccccc2)CC1,-17,1,17,-8,2,-2,1,5,-5,-0.1
Cc1nc(C2CCCCC2)c(-c2ccccc2)c(N2CCOC2=O)c1C,-52,-6,52,-5,nt,-13,-24,-4,2,0.2
COc1ccc(C2(O)CCN(C(=O)c3c(F)cccc3F)CC2)cc1,-21,2,21,-1,-1,-4,-8,1,5,-1.1
CN1CCN(C(=O)c2cc3nc(-c4ccc(Cl)cc4)cc(C(F)(F)F)n3n2)CC1,nt,0,nt,-15,-1,-13,-11,4,-1,-0.5
CCOC(=O)c1c(NC(=O)COC(=O)CCOc2ccc(C)cc2)sc(C(=O)N(C)C)c1C,-27,-14,27,-18,-1,-13,-2,-5,-1,-1.5
O=C(NCC12CC3CC(CC(C3)C1)C2)c1cc2n(n1)C(C(F)(F)F)CC(c1ccco1)N2 (configuration not stated),15,-1,-15,-4,1,-9,-9,-17,-2,0.0
Cc1cccc(/C=N/NC(=O)c2cc(-c3cccnc3)nc3ccccc23)c1,4,-2,-4,2,nt,2,3,-3,3,-1.8
Cc1ccc(CN=C(Nc2ccccc2)NC2CCCCC2)cc1,-13,0,13,-9,-3,-11,5,9,1,-0.4

# Compounds as they come; about 2.1% have a hit in one of these screens.
